Screens deposited in PubChem BioAssay by National Center for Advancing Translational Sciences (NCATS).
D1 antagonist = antagonists of human D1 dopamine receptor; HEK293 TREx D1 cells, calcium flux, dopamine EC80; active compounds read low; activity change, negative = inhibition, % at 10 µM; hit rate 3.2% among 360,000; AID 504652; in the data active = activity change below about -30%; note: % is set by controls: 0 for no effect and ±100 for the full control effect
Target sequence (P21728 whole entry, looked up): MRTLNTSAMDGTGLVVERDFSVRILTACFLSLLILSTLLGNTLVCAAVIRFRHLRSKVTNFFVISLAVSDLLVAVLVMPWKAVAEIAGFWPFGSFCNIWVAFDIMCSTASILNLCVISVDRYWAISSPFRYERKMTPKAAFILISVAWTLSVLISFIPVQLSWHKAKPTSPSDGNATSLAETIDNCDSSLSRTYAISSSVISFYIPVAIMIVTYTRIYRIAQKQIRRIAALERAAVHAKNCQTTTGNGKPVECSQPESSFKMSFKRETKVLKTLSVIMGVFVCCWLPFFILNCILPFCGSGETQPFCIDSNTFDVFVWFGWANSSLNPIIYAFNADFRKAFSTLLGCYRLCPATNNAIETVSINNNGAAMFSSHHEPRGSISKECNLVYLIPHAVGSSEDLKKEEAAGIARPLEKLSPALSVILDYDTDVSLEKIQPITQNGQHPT
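Calcium flux readout: force-coupled, inducible Hek293 Trex D1 line, cells induced overnight at 30 C with tetracycline, dye-loaded 30–90 min at RT. Antagonism scored against EC80 dopamine challenge given 180 s after compound.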
D1 agonist = activates the human D1 dopamine receptor; HEK293 T-REx D1 cells, calcium flux, agonist mode; activation, % at 2 µM; hit rate 1% among 360,000; P21728; in the data active = activation above about 30%; note: 0% is about no effect
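Inducible HEK293 T-REx D1 cells, force-coupled to calcium signalling, were plated at 4000 cells/well with tetracycline and held overnight at 30 C. After no-wash calcium dye loading, compound-evoked calcium rise over 180 s flagged agonists.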
D2 PAM = positively modulates the human D2 dopamine receptor allosterically | P14416 | HEK293 T-REx D2, calcium flux, EC20 dopamine potentiation | potentiation, % at 10 µM | hit rate 0.34% among 340,000 | AID 485347;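 active = potentiation over 3 SD above the plate norm, cut at about 30% in these data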; note: 0% is about no effect
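Potentiation of an EC20 dopamine calcium response is measured in a force-coupled, tetracycline-inducible Hek293 Trex D2 line. Compound-only kinetic reads over 180 s flag agonists before dopamine addition.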
D2 antagonist = antagonists of human D2 dopamine receptor | P14416 | HEK293 TREx D2 cells, calcium flux, dopamine EC80 | inhibition, % at 10 µM | hit rate 2% among 340,000; in the data active = inhibition above about 30%; note: 0% is about no effect
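Tetracycline-induced HEK293 TREx cells expressing D2 receptor forced-coupled to calcium signalling, loaded with no-wash calcium dye. Compounds added and calcium flux read 180 s, then dopamine added at EC80 and read a further 180 s.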
RXFP1 agonist = activates the human relaxin receptor RXFP1. HEK293T-RXFP1 cAMP TR-FRET, 30 min; response scale: percent of porcine relaxin response, buffer zero. hit rate 0.3% among 370,000. Potency, µM (titrated, usually from 57.5 µM), inactives show at the top dose activation, most hits filed as activators; active = well fitted activation curve with a large enough effect; inconclusive = small, poorly fitted or top-dose-only effect; note: potency is the fitted concentration of half-maximal effect; % is set by controls: 0 for no effect and ±100 for the full control effect; nearly all actives have a fitted effect of over 60% in size; many of its hits are not listed in these tables
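HEK293 cells stably expressing RXFP1, treated 30 min at 37C with compounds plus PDE4 inhibitor Ro 20174; cAMP measured by HTRF TR-FRET. Normalized to buffer and 29 nM porcine relaxin; EC50 by Hill fit.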
RXFP1 antag = blocks the human relaxin receptor RXFP1; HEK293-RXFP1, relaxin-stimulated cAMP HTRF, 30 min; active compounds read low; activity change, negative = inhibition, % at 57.5 µM; AID 1259400; hit rate 0.59% among 350,000; Q9HBX9;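 active = activity change of -60% or lower, but not beyond a set lower limit; inconclusive = change between -60% and -40%, or beyond the set limit; inactive = change above -40%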; note: % is set by controls: 0 for no effect and ±100 for the full control effect
D1 potentiator = human D1 dopamine receptor positive modulation. P21728. HEK293 TREx D1 cells, calcium flux, dopamine EC20 potentiation. potentiation, % at 10 µM. hit rate 0.036% among 360,000. AID 504651; in the data active = potentiation above about 30%; note: 0% is about no effect
TRHR enhancer = allosterically enhances the human TRH receptor; TRHR cells, fluo-8 calcium fluorescence, EC20 TRH enhancement; P34981; hit rate 0.66% among 360,000; enhancement, % at 2 µM; in the data active = enhancement above about 30%; note: 0% is about no effect
Target sequence (P34981 whole entry, looked up): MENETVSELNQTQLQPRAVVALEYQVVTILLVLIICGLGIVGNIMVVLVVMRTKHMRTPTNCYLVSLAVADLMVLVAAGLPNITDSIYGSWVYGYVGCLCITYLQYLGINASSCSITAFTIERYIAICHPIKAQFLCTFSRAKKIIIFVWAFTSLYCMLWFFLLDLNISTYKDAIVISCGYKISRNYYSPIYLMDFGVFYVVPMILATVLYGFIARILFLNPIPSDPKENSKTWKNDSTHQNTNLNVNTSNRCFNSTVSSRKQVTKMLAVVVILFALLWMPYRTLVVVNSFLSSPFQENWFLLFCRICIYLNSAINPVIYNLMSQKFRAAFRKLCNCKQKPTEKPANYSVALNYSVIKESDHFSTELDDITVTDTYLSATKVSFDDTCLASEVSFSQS
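Enhancer read-out: after compound pinning and an initial kinetic agonist-mode read, an EC20 of TRH (10 nM final) was injected and fluo-8 calcium signal (Ex 480/Em 530) followed at 1 s/cycle for 100 cycles in TRHR-expressing cells.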
D2 agonist = agonists of human D2 dopamine receptor. AID 485358. hit rate 0.53% among 340,000. HEK293 T-REx D2 cells, calcium flux agonist mode. P14416. activation, % at 2 µM;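 active = activation over 3 SD above normal in the single-dose calcium agonist read, cut at about 30% in these data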; note: 0% is about no effect
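Calcium-flux readout, 1 cycle/sec over 180 s following compound pin transfer, in inducible HEK293 Trex D2 cells (force-coupled); dopamine controls included. Positive calcium responses during this window marked compounds as potential agonists.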
The depositor's hits bear a star. Not all compounds are listed (hit frequency here may not be typical).

How did O=C(CSc1ccc(F)cc1)N1CCN(S(=O)(=O)c2ccccc2)CC1 do in these assays?
D1 antagonist: 6; D1 agonist: 7; D2 PAM: 16; D2 antagonist: 5; RXFP1 agonist: -2.3%; RXFP1 antag: 0; D1 potentiator: -6; TRHR enhancer: 6; D2 agonist: 2.8

How did CC1CCC(NC(=O)c2cc3c(Cl)nc4ccccc4c3s2)CC1 (stereo not given) do in these assays?
D1 antagonist: -8; D1 agonist: 1; D2 PAM: -1; RXFP1 agonist: 2.0%; D1 potentiator: 0; TRHR enhancer: -3; D2 agonist: 1.0

How did O=C(/C=C/c1ccccc1)NC(=S)NNS(=O)(=O)c1ccccc1 do in these assays?
D1 antagonist: 13; D1 agonist: 3; D2 PAM: 1; D2 antagonist: 6; RXFP1 agonist: 2.3%; RXFP1 antag: inconclusive; D1 potentiator: 0; TRHR enhancer: 3; D2 agonist: -0.3

How did c1ccc(-c2cn(-c3ccccc3)c3[n+]2CCCS3)cc1 do in these assays?
D1 antagonist: 3; D1 agonist: 1; D2 PAM: -6; D2 antagonist: 7; RXFP1 agonist: 2.1%; RXFP1 antag: -9; D1 potentiator: -5; TRHR enhancer: 3; D2 agonist: 0.1

How did COCCNC(=O)CSc1nnc(NC(=O)Nc2ccc(C)cc2)s1 do in these assays?
D1 agonist: 0; D2 PAM: 20; RXFP1 agonist: 0.9%; RXFP1 antag: 2; D1 potentiator: -2; TRHR enhancer: 3; D2 agonist: 1.1

Results for CCOC(=O)C1CCCN(C(=O)COc2ccc(C(=O)c3ccccc3)cc2)C1 (stereo not given) ?
D1 antagonist: 4; D1 agonist: 5; D2 PAM: 4; D2 antagonist: -26; RXFP1 agonist: 0.5%; RXFP1 antag: -11; D1 potentiator: -6; TRHR enhancer: -7; D2 agonist: 0.5

What do the screens show for `CCCCN(CC)Cc1ccc(CNS(=O)(=O)c2cc3c(cc2Cl)NC(=O)CO3)o1`?
D1 antagonist: -3; D1 agonist: 0; D2 PAM: 1; RXFP1 agonist: -1.8%; RXFP1 antag: 0; D1 potentiator: -2; TRHR enhancer: 4; D2 agonist: 0.7

How did O=C1c2ccccc2C(=O)C1c1ccncc1 do in these assays?
D1 antagonist: -6; D1 agonist: 4; D2 PAM: 0; D2 antagonist: 6; RXFP1 agonist: -3.0%; RXFP1 antag: 5; D1 potentiator: -3; TRHR enhancer: 14; D2 agonist: 1.0

What do the screens show for `Cc1ccc(N2C(=O)CC(NNc3nc4ccccc4s3)C2=O)cc1` (stereo not given)?
D1 antagonist: -3; D1 agonist: -1; D2 PAM: 8; D2 antagonist: 5; RXFP1 agonist: 2.5%; RXFP1 antag: -3; D1 potentiator: -3; TRHR enhancer: 6; D2 agonist: -0.4

How did COC(=O)C1C(c2ccccc2)C(C(=O)OCc2ccco2)C1c1ccccc1 (stereo not given) do in these assays?
D1 antagonist: 6; D1 agonist: 19; D2 PAM: 5; D2 antagonist: 4; RXFP1 agonist: -1.2%; RXFP1 antag: -3; D1 potentiator: -8; TRHR enhancer: -9; D2 agonist: 1.1

Results for CCCCN(C(=O)C1CC(=O)N(Cc2ccc(C)cc2)C1)c1c(N)n(CCCC)c(=O)[nH]c1=O (stereo not given) ?
D1 antagonist: 5; D1 agonist: 0; D2 PAM: -6; D2 antagonist: -1; RXFP1 agonist: -0.7%; RXFP1 antag: -10; D1 potentiator: -1; TRHR enhancer: 0; D2 agonist: 0.0

How did Cc1cccc(CCNC(=O)c2nnc(Cc3ccc(Cl)cc3)o2)c1 do in these assays?
D1 antagonist: 23; D1 agonist: -2; D2 PAM: 2; D2 antagonist: 6; RXFP1 agonist: 0.3%; D1 potentiator: -3; TRHR enhancer: 5; D2 agonist: -0.2

How did O=C(NNc1ccccc1F)c1ccccc1 do in these assays?
D1 antagonist: -7; D1 agonist: -1; D2 PAM: 13; D2 antagonist: 9; RXFP1 agonist: 1.0%; RXFP1 antag: -5; D1 potentiator: -3; TRHR enhancer: 12; D2 agonist: 0.6

How did Cc1cc2c(cc1S(=O)(=O)N1CCC(C)CC1)OCC(=O)N2 do in these assays?
D1 antagonist: -20; D1 agonist: -1; D2 PAM: -2; RXFP1 agonist: 1.6%; RXFP1 antag: -3; D1 potentiator: -1; TRHR enhancer: 4; D2 agonist: -1.3

Results for CC1(C)CC(=O)C2=C(C1)NC(=O)NC2c1ccccc1 (stereo not given) ?
D1 antagonist: 4; D1 agonist: 1; D2 PAM: 9; D2 antagonist: -25; RXFP1 agonist: 1.1%; RXFP1 antag: 3; D1 potentiator: -8; TRHR enhancer: 8; D2 agonist: -0.5

Some of these compounds in order of formula weight, lowest first.
How did O=C(NNc1ccccc1F)c1ccccc1 do in these assays?
D1 antagonist: -7; D1 agonist: -1; D2 PAM: 13; D2 antagonist: 9; RXFP1 agonist: 1.0%; RXFP1 antag: -5; D1 potentiator: -3; TRHR enhancer: 12; D2 agonist: 0.6

How did O=C(/C=C/c1ccccc1)NC(=S)NNS(=O)(=O)c1ccccc1 do in these assays?
D1 antagonist: 13; D1 agonist: 3; D2 PAM: 1; D2 antagonist: 6; RXFP1 agonist: 2.3%; RXFP1 antag: inconclusive; D1 potentiator: 0; TRHR enhancer: 3; D2 agonist: -0.3

Results for CCCCN(C(=O)C1CC(=O)N(Cc2ccc(C)cc2)C1)c1c(N)n(CCCC)c(=O)[nH]c1=O (stereo not given) ?
D1 antagonist: 5; D1 agonist: 0; D2 PAM: -6; D2 antagonist: -1; RXFP1 agonist: -0.7%; RXFP1 antag: -10; D1 potentiator: -1; TRHR enhancer: 0; D2 agonist: 0.0

Next part:
How did COc1ccc(CC(=O)OC(C)C(=O)NC2CCCCC2C)cc1 (stereo not given) do in these assays?
D1 antagonist: 3; D1 agonist: 4; D2 PAM: -3; D2 antagonist: -20; RXFP1 agonist: -1.1%; RXFP1 antag: -8; D1 potentiator: 0; TRHR enhancer: 4; D2 agonist: 0.1

Results for CC1(c2nnc(Cc3ccccc3)o2)CC(c2ccc(OC(F)(F)F)cc2)=NO1 (stereo not given) ?
D1 antagonist: -20; D1 agonist: 6; D2 PAM: -17; D2 antagonist: 17; RXFP1 agonist: 0.0%; D1 potentiator: -3; TRHR enhancer: 4; D2 agonist: -0.2

Results for COc1ccc(NC(=O)c2c(C)nn(-c3ccccc3)c2Cl)cc1 ?
D1 antagonist: -20; D1 agonist: 0; D2 PAM: -13; D2 antagonist: -3; RXFP1 agonist: -2.3%; RXFP1 antag: -2; D1 potentiator: -16; TRHR enhancer: -4; D2 agonist: 0.1

How did CCOC(=O)c1[nH]c2ccc(F)cc2c1NC(=O)CN1CCN(C/C=C/c2ccccc2)CC1 do in these assays?
D1 antagonist: 9; D1 agonist: 1; D2 PAM: 6; D2 antagonist: -20; RXFP1 agonist: 0.4%; RXFP1 antag: -2; D1 potentiator: -6; TRHR enhancer: 4; D2 agonist: 1.1

Results for O=C(Nc1c2c(nn1-c1ccccc1)CS(=O)(=O)C2)c1cc2ccccc2o1 ?
D1 antagonist: 8; D1 agonist: 1; D2 PAM: 13; D2 antagonist: 1; RXFP1 agonist: 0.3%; RXFP1 antag: -3; D1 potentiator: -5; TRHR enhancer: 4; D2 agonist: 0.7

How did Cn1c2cc(C#N)sc2c2cnn(Cc3ccc(F)cc3)c(=O)c21 do in these assays?
D1 antagonist: 12; D1 agonist: 1; RXFP1 agonist: 3.9%; D1 potentiator: -7; TRHR enhancer: 7

How did Cc1ccc(S(=O)(=O)N2CCOCC2)cc1NC(=O)COC(=O)CCOc1ccc(C(C)(C)C)cc1 do in these assays?
D1 antagonist: -2; D1 agonist: 7; D2 PAM: -11; D2 antagonist: 19; RXFP1 agonist: 0.8%; RXFP1 antag: -15; D1 potentiator: 6; TRHR enhancer: 4; D2 agonist: 1.0

How did Cc1ccc(S(=O)(=O)c2cn(CC(=O)Nc3ccc4c(c3)OCO4)c3ccc(C)cc3c2=O)cc1 do in these assays?
D1 antagonist: 2; D1 agonist: 1; D2 PAM: -26; RXFP1 agonist: -0.4%; D1 potentiator: -2; TRHR enhancer: 14; D2 agonist: 0.9

Results for COc1cc(NC(=S)Nc2ccc(S(=O)(=O)N3CCOCC3)cc2)cc(OC)c1OC ?
D1 antagonist: -5; D1 agonist: 2; D2 PAM: -1; D2 antagonist: 10; RXFP1 agonist: -0.3%; RXFP1 antag: -14; D1 potentiator: 2; TRHR enhancer: -1; D2 agonist: 0.7

Results for CCc1nc2ccccc2n1CC1CC1(Cl)Cl (stereo not given) ?
D1 antagonist: -13; D1 agonist: 7; D2 PAM: 5; D2 antagonist: -19; RXFP1 agonist: -3.6%; RXFP1 antag: 5; D1 potentiator: 1; TRHR enhancer: -4; D2 agonist: 0.1

Results for COc1cccc(-c2cc(C(=O)Nc3ccccc3SC)no2)c1 ?
D1 antagonist: 1; D1 agonist: 3; D2 PAM: 9; D2 antagonist: -4; RXFP1 agonist: 1.2%; RXFP1 antag: -25; D1 potentiator: 3; TRHR enhancer: 0; D2 agonist: 0.0

How did Cc1nc2ccc(NS(=O)(=O)c3ccc(F)c(C)c3)cc2[nH]1 do in these assays?
D1 antagonist: 0; D1 agonist: 4; D2 PAM: 29; D2 antagonist: 13; RXFP1 agonist: 0.5%; RXFP1 antag: 1; D1 potentiator: -9; TRHR enhancer: 4; D2 agonist: 0.6

How did O=C(O)CCN1C(=O)/C(=C\c2cccc(OCc3ccccc3)c2)SC1=S do in these assays?
D1 antagonist: 5; D1 agonist: -1; D2 antagonist: 5; RXFP1 agonist: 5.2%; RXFP1 antag: -15; D1 potentiator: -2; TRHR enhancer: 2; D2 agonist: -3.1

Results for Cc1c2cnn(CC(=O)NCCCN3CC(C)CC(C)C3)c(=O)c2c(C)n1Cc1ccccc1Cl (stereo not given) ?
D1 antagonist: 8; D1 agonist: 2; D2 PAM: 1; D2 antagonist: -11; RXFP1 agonist: -2.0%; RXFP1 antag: -17; D1 potentiator: -3; TRHR enhancer: 0; D2 agonist: 0.1

What do the screens show for `COC(=O)c1cccc(Nc2ncnc3ccc(C)cc23)c1`?
D1 antagonist: 23; D1 agonist: 1; D2 PAM: -10; D2 antagonist: -4; RXFP1 agonist: 2.8%; RXFP1 antag: 6; D1 potentiator: -8; TRHR enhancer: 5; D2 agonist: 0.2

Results for N#CCN1CCN(CC(=O)Nc2ccc(OCc3ccccc3)cc2)CC1 ?
D1 antagonist: -5; D1 agonist: 9; D2 PAM: 13; RXFP1 agonist: -0.2%; RXFP1 antag: 4; D1 potentiator: 9; TRHR enhancer: -3
